CCR6 antag: blocks CCL20-driven beta-arrestin recruitment at human CCR6; P51684; CHO-K1 CCR6 PathHunter beta-arrestin, luminescence, CCL20-stimulated; inhibition, % at 20 µM; 340,000 compounds, 0.49% hits;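 active means compounds whose inhibition of the agonist-driven luminescence signal at 20 µM reaches about 50%, limit read from the data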;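 further: cells stimulated with CCL20 at 14 nM final; plate controls were DMSO with CCL20 for no effect and DMSO without agonist for full effect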
MPTP block: inhibitors of mitochondrial permeability transition pore. isolated mouse mitochondria, Ca2+ swelling absorbance, 30 min. inhibition, % at 10 µM. 360,000 compounds, 1.4% hits;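 active means inhibition of 50% or more, scaled per plate between neutral and stimulator controls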;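 further: 0% = DMSO wells given calcium and 100% = 1 mM EGTA wells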
A3A deaminase: blocks human APOBEC3A ssDNA deamination; P31941; recombinant A3A, FAM/TAMRA ssDNA deamination fluorescence; inhibition, % at 20 µM; 330,000 compounds, 0.41% hits; AID 493011;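 active means at least 40% inhibition at 20 µM here, with at most 30% in a related deaminase screen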;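 further: plate controls were A3A with DMSO for no effect and wells lacking A3A enzyme for full effect; some results filed as inactive read as strong as hits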
Target sequence (P31941 whole entry, looked up): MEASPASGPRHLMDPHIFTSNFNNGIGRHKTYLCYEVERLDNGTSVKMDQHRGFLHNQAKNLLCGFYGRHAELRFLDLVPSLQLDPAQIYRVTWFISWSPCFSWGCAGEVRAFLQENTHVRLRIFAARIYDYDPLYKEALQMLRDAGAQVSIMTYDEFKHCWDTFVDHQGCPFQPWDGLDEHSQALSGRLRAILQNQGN
Gli-Sufu block: antagonists of Gli-Sufu signaling; AID 588413; inhibition, % at 5 µM; 340,000 compounds, 0.74% hits; Sufu-KO-LIGHT fibroblasts, Gli luciferase reporter luminescence;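 active means inhibition above about 55%, limit read from the data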;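 further: 0% = DMSO-treated cells and 100% = wells with medium but no cells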
CXCR6 inh: CXCR6 (human) receptor inhibition | AID 602244 | inhibition, % at 20 µM | O00574 | CHO-K1 PathHunter CXCR6 beta-arrestin, luminescence | 360,000 compounds, 0.36% hits; in the data active means inhibition above about 34%, passing the limit was not always enough;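 further: antagonist mode with CXCL16 agonist at 10 nM final; 0% = 10 nM CXCL16 with DMSO and 100% = unstimulated wells without agonist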
GRIN3A LBD mod: NR3A (human) ligand-binding domain modulation | NR3A LBD differential scanning fluorimetry, Tm shift; 0% = protein alone, 100% = glycine-bound protein | Tm shift relative to glycine control, % at 25 µM | 340,000 compounds, 2.5% hits | AID 1259313;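 active means melting temperature shift of at least 10% of the positive control shift, at one fixed dose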
EBI2 block: EBI2 (human) antagonism | AID 651636 | inhibition, % at 5 µM | 360,000 compounds, 0.81% hits | EBI2 beta-arrestin recruitment, luminescence, 7a,25-OHC stimulated; in the data active means inhibition above about 38%;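 further: enzyme fragment complementation signal reports receptor beta-arrestin coupling in cells; 0% = agonist plus DMSO wells and 100% = wells without agonist; some results beyond the cut were filed as inactive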
Target sequence (P32249 whole entry, looked up, the tested form may be a part): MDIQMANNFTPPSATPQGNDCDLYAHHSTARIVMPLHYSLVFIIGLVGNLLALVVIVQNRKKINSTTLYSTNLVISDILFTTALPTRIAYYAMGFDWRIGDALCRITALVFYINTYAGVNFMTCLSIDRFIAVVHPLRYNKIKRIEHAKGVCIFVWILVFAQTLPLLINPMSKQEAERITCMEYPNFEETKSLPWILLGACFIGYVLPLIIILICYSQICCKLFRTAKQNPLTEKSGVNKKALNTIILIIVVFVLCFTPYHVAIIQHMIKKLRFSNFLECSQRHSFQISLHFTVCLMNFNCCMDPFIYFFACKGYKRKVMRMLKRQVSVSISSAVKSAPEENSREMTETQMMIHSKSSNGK
A3G deaminase: APOBEC3G (human) deaminase inhibition | 330,000 compounds, 0.28% hits | Q9HC16 | recombinant A3G, ssDNA deamination FAM/TAMRA fluorescence | inhibition, % at 20 µM;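 active means inhibition of at least 40% at 20 µM, with no more than 30% in the related APOBEC3A deaminase screen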;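 further: plate controls were DMSO wells with A3G for no effect and wells lacking A3G enzyme for full effect; some compounds called inactive have numbers as strong as hits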
Target sequence (Q9HC16 whole entry, looked up): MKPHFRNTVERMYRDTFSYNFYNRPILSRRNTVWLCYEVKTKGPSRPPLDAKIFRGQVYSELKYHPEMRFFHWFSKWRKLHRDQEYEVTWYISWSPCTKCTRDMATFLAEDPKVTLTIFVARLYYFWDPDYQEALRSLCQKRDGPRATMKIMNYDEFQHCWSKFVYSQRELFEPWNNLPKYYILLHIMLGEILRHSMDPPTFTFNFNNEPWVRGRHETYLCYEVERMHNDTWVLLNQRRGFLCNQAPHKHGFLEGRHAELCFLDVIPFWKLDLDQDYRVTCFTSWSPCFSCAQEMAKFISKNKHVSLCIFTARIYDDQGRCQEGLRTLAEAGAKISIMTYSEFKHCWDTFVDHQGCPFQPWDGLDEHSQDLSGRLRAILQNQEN
The depositor's hits bear a star; / = no result given. Compounds as they come. About 5.8% of those tested had a hit in this group.

SMILES	CCR6 antag	MPTP block	A3A deaminase	Gli-Sufu block	CXCR6 inh	GRIN3A LBD mod	EBI2 block	A3G deaminase
O=C(CN1CCCC1)Nc1ccc([N+](=O)[O-])cc1Cl	8	-0.3	2	0	4	-1	-5	0
COc1ccc(NC(=O)CCC(=O)c2cccs2)cc1S(=O)(=O)Nc1ccc(Cl)cc1	2	0.3	-4	-15	6	-3	-6	-6
O=C(COc1ccc2c(c1)CCC2)N1CCc2ccccc21	7	-2.2	-4	-82	2	0	4	-5
CNC(=O)CS(=O)CC(=O)Nc1cc(OC(C)C)c(Cl)cc1Cl (stereo not given)	14	-1.7	3	30	-7	0	-4	-3
Cc1nc(C(=O)Nc2ccccc2)sc1C(=O)Nc1ccccc1	8	3.0	11	-32	5	6	5	10
CCCC(C)C(=O)Nc1ccc2c(c1)OCCO2 (stereo not given)	7	-0.7	-3	8	-7	0	-1	-5
CCN(CC(=O)Nc1c(F)cccc1F)C(=O)c1cccc(S(=O)(=O)N2CCc3ccccc3C2)c1	11	0.5	0	6	2	1	12	-8
CCOC(=O)c1c(C)[nH]c(C)c1C(=O)COC(=O)/C=C/c1cccc(F)c1	-4	-0.8	/	-4	1	-8	-4	/
CCOC(=O)CCC(=O)NNC(=O)c1ccc(NC(=O)c2ccccc2)cc1	-3	0.7	-1	0	0	-2	-16	-3
Cc1ccc(OCC(=O)N2CCN(C(=O)c3cccs3)CC2)cc1	-2	-0.6	0	4	-2	0	60*	-3
CCCCOc1ccc(C2OC34CCCCC3C(C#N)(C#N)C2(C#N)C(=N)O4)cc1 (stereo not given)	8	-0.4	-2	15	-14	-3	-8	-5
COCCn1c(=NC(=O)CCS(=O)(=O)c2ccccc2)sc2cc(C(=O)OC)ccc21	0	1.4	-4	12	4	-18	-5	-6
CSCCC(NC(=O)c1ccccc1Br)C(=O)Nc1ccc(C)cc1 (stereo not given)	17	-0.2	-2	3	1	0	-9	-9
CCN(CC)C(=O)CSCc1cnn(-c2ccccc2)c1-n1cccc1	-13	39	-2	11	-3	-1	1	-3
Cc1ccc(S(=O)(=O)c2nnn(-c3cccc(F)c3)c2N)cc1	-3	-0.1	0	6	-1	3	0	-5
CSc1nnc(CCNS(=O)(=O)c2ccc(Br)cc2)n1C	5	-1.6	0	-33	0	-3	-4	-5
CNC(=O)CN1C(=O)C2C3C=CC(C3)C2C1=O (stereo not given)	4	-0.5	-1	0	-2	-3	-4	-1
Cc1cc(NC(=O)Cc2cc(F)cc(F)c2)no1	13	0.4	-2	5	1	5	7	-12
CCOc1ccc(NS(=O)(=O)c2ccc(C(=O)NC3CCN(Cc4ccccc4)CC3)cc2)cc1	1	45	-3	26	2	2	-11	-8
CCOc1cc2c(cc1OCC)C(c1ccc(O)c(OC)c1)NCC2 (stereo not given)	-2	-0.7	/	-27	-2	-1	-7	/
O=C(CCN1C(=O)C2C3CCC(C3)C2C1=O)Nc1ccc(F)cc1 (stereo not given)	3	-0.1	-1	0	-6	2	-6	-4
O=C(c1cc(F)ccc1F)C1CCCN(C(=O)CCN2CCCCO2)C1 (stereo not given)	2	-0.4	-4	2	3	-2	11	-4
COc1cc2c(cc1OC)CN(C(=O)c1cc(=O)c3ccccc3o1)CC2	-21	-2.1	-1	17	2	-1	-4	-7
C=C(C)Cn1c(CCCNC(=O)C(C)(C)C)nc2ccccc21	3	0.1	-1	8	-8	4	-6	0
O=C(NCC1COc2ccccc2O1)c1ccc(F)c(S(=O)(=O)N2CCOCC2)c1 (stereo not given)	11	1.4	0	-7	-1	0	-12	-4
Nc1ccc(Oc2c(Cl)cccc2Cl)nc1	1	1.2	-4	-3	-7	1	-12	-4
O=C(Nc1ccccc1C(=O)N1CCOCC1)c1ccc([N+](=O)[O-])cc1	-6	0.8	0	28	-3	1	-12	-1
CCCn1c(N)c(N2CCCCC2)c(=O)n(CC(=O)Nc2ccccc2C(F)(F)F)c1=O	9	-0.5	-3	2	3	0	4	-6
O=C(N=Nc1c(O)[nH]c2ccc(Br)cc12)c1ccccc1-n1cccc1	25	-1.0	-3	57*	15	-3	10	-5
Cn1cnnc1SCC(=O)N1CCC(Cc2ccccc2)CC1	-16	-1.5	21	-5	-9	0	-5	3
Nc1sc2c(c1C(=O)NC1CC1)CCCC2	6	-1.2	-1	4	-13	2	-7	3
Cc1ccc(S(=O)(=O)n2nc(OC(=O)c3ccccc3F)cc2N)cc1	-13	-1.7	-3	21	-6	-3	-16	-9
Cc1ccc(S(=O)(=O)N(C)CCCC(=O)N2CCCCC2)cc1	10	-0.4	0	-21	-1	-4	3	-5
COc1ccc(S(=O)(=O)N2C3CCC2CC(NC(=O)C2CC2)C3)cc1 (stereo not given)	3	-2.0	-4	10	-14	1	-2	-3
NC(=O)c1ccc[n+](CC(=O)c2ccc(Br)cc2)c1	-5	-0.3	-3	1	1	1	1	-9
Cc1ccc(SCC(=O)OCC(=O)N(CCC#N)c2ccccc2)cc1	5	-0.8	0	1	-7	0	-5	-3

As a working copy, some entries already given.
SMILES	CCR6 antag	MPTP block	A3A deaminase	Gli-Sufu block	CXCR6 inh	GRIN3A LBD mod	EBI2 block	A3G deaminase
CNC(=O)CN1C(=O)C2C3C=CC(C3)C2C1=O (stereo not given)	4	-0.5	-1	0	-2	-3	-4	-1
Cc1cc(NC(=O)Cc2cc(F)cc(F)c2)no1	13	0.4	-2	5	1	5	7	-12
CCOc1ccc(NS(=O)(=O)c2ccc(C(=O)NC3CCN(Cc4ccccc4)CC3)cc2)cc1	1	45	-3	26	2	2	-11	-8
CCOc1cc2c(cc1OCC)C(c1ccc(O)c(OC)c1)NCC2 (stereo not given)	-2	-0.7	/	-27	-2	-1	-7	/
O=C(CCN1C(=O)C2C3CCC(C3)C2C1=O)Nc1ccc(F)cc1 (stereo not given)	3	-0.1	-1	0	-6	2	-6	-4
O=C(c1cc(F)ccc1F)C1CCCN(C(=O)CCN2CCCCO2)C1 (stereo not given)	2	-0.4	-4	2	3	-2	11	-4
COc1cc2c(cc1OC)CN(C(=O)c1cc(=O)c3ccccc3o1)CC2	-21	-2.1	-1	17	2	-1	-4	-7
C=C(C)Cn1c(CCCNC(=O)C(C)(C)C)nc2ccccc21	3	0.1	-1	8	-8	4	-6	0
O=C(NCC1COc2ccccc2O1)c1ccc(F)c(S(=O)(=O)N2CCOCC2)c1 (stereo not given)	11	1.4	0	-7	-1	0	-12	-4
Nc1ccc(Oc2c(Cl)cccc2Cl)nc1	1	1.2	-4	-3	-7	1	-12	-4
O=C(Nc1ccccc1C(=O)N1CCOCC1)c1ccc([N+](=O)[O-])cc1	-6	0.8	0	28	-3	1	-12	-1
CCCn1c(N)c(N2CCCCC2)c(=O)n(CC(=O)Nc2ccccc2C(F)(F)F)c1=O	9	-0.5	-3	2	3	0	4	-6
O=C(N=Nc1c(O)[nH]c2ccc(Br)cc12)c1ccccc1-n1cccc1	25	-1.0	-3	57*	15	-3	10	-5
Cn1cnnc1SCC(=O)N1CCC(Cc2ccccc2)CC1	-16	-1.5	21	-5	-9	0	-5	3
Nc1sc2c(c1C(=O)NC1CC1)CCCC2	6	-1.2	-1	4	-13	2	-7	3
Cc1ccc(S(=O)(=O)n2nc(OC(=O)c3ccccc3F)cc2N)cc1	-13	-1.7	-3	21	-6	-3	-16	-9
Cc1ccc(S(=O)(=O)N(C)CCCC(=O)N2CCCCC2)cc1	10	-0.4	0	-21	-1	-4	3	-5

(more compounds)
SMILES	CCR6 antag	MPTP block	A3A deaminase	Gli-Sufu block	CXCR6 inh	GRIN3A LBD mod	EBI2 block	A3G deaminase
CC1=C(C(=O)OC(C)C)C(c2cccc([N+](=O)[O-])c2)n2c(cc(=O)[nH]c2=S)N1 (stereo not given)	21	-0.3	-6	1	-4	-17	-1	-9
N#CCCN=C(NS(=O)(=O)c1ccccc1)c1ccccc1	8	-1.2	6	1	0	-1	-12	13
COc1cccc(-n2nc(C(C)=O)c(C#N)c2-c2ccco2)c1	22	2.0	4	-10	6	1	-1	-2
COc1n[nH]c(C(=O)Nc2cc(Cl)ccc2Cl)c1[N+](=O)[O-]	0	22	-2	-5	6	-7	-3	-5
COc1ccc(N(C(=O)c2snc(C(N)=O)c2N)C(C(=O)NC2CCCC2)c2ccco2)cc1 (stereo not given)	14	0.8	1	7	4	1	27	-7
CCN1CCc2c(C#N)c(N3CCCCC3)nc(NCc3ccccc3)c2C1	23	2.4	-1	15	7	-6	8	-4
O=[N+]([O-])c1cccc(-c2nnc(-c3ccccc3)o2)c1	-3	0.1	3	-112	-2	-1	20	-4
CCOc1ccc2oc(C(=O)OCC(=O)NCC3CCCO3)c(C)c2c1 (stereo not given)	12	0.3	0	-14	-3	1	-5	-3
CC(C)C[C@H](NC(=O)c1nc[nH]c1C(=O)NCCCCCN)C(=O)OCc1ccccc1	-4	-0.1	0	14	15	1	-7	-4
CC1CCN(C(=O)CN(C)S(=O)(=O)c2cccc3nsnc23)CC1	-1	1.0	-1	-3	-3	1	-3	-2
COc1ccc(CNC(=O)CCc2cc(OC)c(OC)c(OC)c2)cc1	12	0.9	-1	0	4	-1	1	-6
CC(C)N(Cc1nc(-c2ccc(Cl)cc2)no1)C(=O)CCCN1C(=O)c2ccccc2C1=O	11	0.0	2	3	-1	7	1	0
COc1ccc(/C=C/c2ccc(=O)n(Cc3ccccc3)n2)cc1	11	-2.4	-2	4	-3	15*	-1	-5
COc1cc([C@@H]2CC=C(C(=O)O)[C@H](c3ccccc3)N2S(=O)(=O)c2ccc(C)cc2)cc(OC)c1OC	0	0.1	5	1	-5	5	1	-7
CN(Cc1c(F)cccc1Cl)C(=O)c1ccc(NC(=O)CC2SC(N3CCCC3)=NC2=O)cc1 (stereo not given)	7	0.3	-2	-1	-7	-1	-18	-8
CC(Oc1ccccc1)C(=O)Nc1ccc(S(=O)(=O)N2CCCC2)cc1 (stereo not given)	10	0.9	3	16	11	0	-10	-2
CCOC(=O)c1ccccc1-c1csc(NS(=O)(=O)c2ccc(Cl)cc2)n1	-1	45	0	-7	11	-10	2	-2
Cc1ccc(OCCn2cnc3c(N)ncnc32)cc1	-7	0.2	0	-10	5	-1	-11	0
CCOC(=O)C1CCCN(Cc2ccc(-c3ccccc3)cc2)C1 (stereo not given)	20	0.8	-5	-5	-2	-3	-3	-4
S=C(Nc1ccccc1)N1CCc2ccccc21	6	0.2	-1	-12	-11	-1	5	-1
COC(=O)c1cnn(-c2nc3c(C)cccc3s2)c1C	13	19	0	-8	-11	-1	3	9
C(=C\c1nc(N2CCCC2)c2ccccc2n1)/c1ccccc1	19	90*	0	-11	2	-4	41*	-4
O=C(c1cc(COc2ccc3ncccc3c2)on1)N1CCC(O)CC1	0	1.3	-5	27	-1	0	-14	-6
COc1ccc(/C=C/CN2CCC(CO)(Cc3ccccc3Cl)CC2)cc1	-8	26	2	40	5	1	-1	-3
COC(=O)Cn1c(=O)c2c(nc3n2CC(C)CN3c2ccc(C)c(C)c2)n(C)c1=O (stereo not given)	7	-0.8	-1	8	-4	-1	-1	4
O=C(C1CCC1)N1CCN(c2ccccc2)CC1	8	0.2	-3	-4	-8	-4	5	-8
N#Cc1nc(COc2cccc(Cl)c2)oc1NCc1ccncc1	16	-1.0	-1	-6	-1	-3	2	-2
COC(=O)c1sccc1NC(=O)/C=C/c1ccc(Cl)cc1Cl	8	0.4	-4	-52	7	-2	-3	-4
Cc1cc(NC(=O)C2CCCCC2C(=O)O)ccc1NC(=O)c1ccccc1 (stereo not given)	-4	-2.5	2	6	-2	2	-4	0
Cc1cc(C(=O)N2CCCC(N3CCN(c4ccccc4C)CC3)C2)nc(C)n1 (stereo not given)	-2	0.0	4	21	-6	1	6	1

Screening data: PubChem BioAssay, Sanford-Burnham Center for Chemical Genomics
